SENP7 inh = blocks the human protease SENP7 | recombinant SENP7, Z-RLRGG-aminoluciferin luminescence, 40 min | inhibition, % at 5 µM | hit rate 1.5% among 330,000 | AID 434973;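 active = inhibition above about 50% at the single test dose, limit read from the data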;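 also: plate controls were DMSO with enzyme for no effect and no enzyme buffer wells for full effect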
MPTP inh = blocks calcium-induced mitochondrial swelling; isolated mouse mitochondria, Ca2+ swelling absorbance, 30 min; inhibition, % at 10 µM; hit rate 1.4% among 360,000;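 active = inhibition of 50% or more, scaled per plate between neutral and stimulator controls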;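 also: 0% = DMSO wells given calcium and 100% = 1 mM EGTA wells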
SENP8 block = SENP8 (human) protease inhibition | recombinant SENP8, Nedd8 substrate fluorescence | inhibition, % at 20 µM | hit rate 0.64% among 360,000; in the data active = inhibition mostly above about 40%, no sharp cut-off; inactive = mostly below about 27%
Target sequence (Q96LD8 whole entry, looked up): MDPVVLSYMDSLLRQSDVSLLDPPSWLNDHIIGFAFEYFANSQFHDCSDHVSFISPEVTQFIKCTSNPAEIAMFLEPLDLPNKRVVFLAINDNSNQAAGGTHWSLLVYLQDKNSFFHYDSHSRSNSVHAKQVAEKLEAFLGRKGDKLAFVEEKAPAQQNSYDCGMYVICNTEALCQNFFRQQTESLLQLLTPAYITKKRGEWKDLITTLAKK
SENP6 block = blocks the human protease SENP6. hit rate 1.8% among 330,000. Recombinant SENP6 catalytic domain, aminoluciferin luminescence. inhibition, % at 10 µM. Q9GZR1;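 active = inhibition above about 50% at the single tested dose, limit read from the data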;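 also: plate controls were DMSO wells with enzyme for no effect and DMSO wells lacking enzyme for full effect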
NR3A LBD binder = modulators (binders) of human NR3A ligand-binding domain; NR3A LBD differential scanning fluorimetry, Tm shift; 0% = protein alone, 100% = glycine-bound protein; Tm shift relative to glycine control, % at 25 µM; hit rate 2.5% among 340,000;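 active = melting temperature shift of at least 10% of the positive control shift, at one fixed dose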
ATG4B inh = ATG4B (human) cysteine protease inhibition | Q9Y4P1 | ATG4B cleavage of LC3-PLA2, NBD-HPC fluorescence, 1 h | inhibition, % at 8.33 µM | hit rate 0.51% among 340,000; in the data active = inhibition above about 40%
HKDC1 inh = blocks human hexokinase HKDC1 activity; Q2TB90; recombinant HKDC1, G6PDH/diaphorase resazurin coupled fluorescence; inhibition, % at 20 µM; hit rate 0.16% among 340,000; AID 493160;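 active = inhibition above about 35% when tested at 20 µM, limit read from the data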;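 also: plate controls were DMSO wells with enzyme for no effect and DMSO wells lacking enzyme for full effect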
Target sequence (Q2TB90 whole entry, looked up): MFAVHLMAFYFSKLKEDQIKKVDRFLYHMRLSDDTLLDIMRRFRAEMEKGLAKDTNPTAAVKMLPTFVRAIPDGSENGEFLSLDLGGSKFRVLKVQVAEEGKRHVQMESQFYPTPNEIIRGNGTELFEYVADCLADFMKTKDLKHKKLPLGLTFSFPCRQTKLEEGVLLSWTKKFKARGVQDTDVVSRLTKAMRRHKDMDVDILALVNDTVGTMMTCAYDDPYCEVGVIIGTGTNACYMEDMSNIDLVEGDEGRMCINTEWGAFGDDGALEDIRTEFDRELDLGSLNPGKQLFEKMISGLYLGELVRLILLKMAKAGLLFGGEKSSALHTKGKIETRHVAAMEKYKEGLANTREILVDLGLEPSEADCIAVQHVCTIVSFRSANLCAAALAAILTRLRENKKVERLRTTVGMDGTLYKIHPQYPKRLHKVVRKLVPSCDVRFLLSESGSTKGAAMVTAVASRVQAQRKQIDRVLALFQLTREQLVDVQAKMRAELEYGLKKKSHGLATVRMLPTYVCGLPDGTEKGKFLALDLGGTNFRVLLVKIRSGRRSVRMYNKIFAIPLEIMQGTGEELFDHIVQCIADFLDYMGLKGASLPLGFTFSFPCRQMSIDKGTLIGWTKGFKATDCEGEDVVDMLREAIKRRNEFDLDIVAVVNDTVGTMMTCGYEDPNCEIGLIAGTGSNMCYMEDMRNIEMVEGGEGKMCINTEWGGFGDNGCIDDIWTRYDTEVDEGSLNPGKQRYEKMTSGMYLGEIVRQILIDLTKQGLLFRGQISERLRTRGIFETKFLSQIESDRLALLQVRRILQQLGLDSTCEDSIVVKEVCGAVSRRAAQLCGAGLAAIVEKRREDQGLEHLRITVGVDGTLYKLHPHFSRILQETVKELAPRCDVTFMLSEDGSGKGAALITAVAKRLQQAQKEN
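Material: recombinant HKDC1 hexokinase; Amount: HKDC1 at 5 µg/mL; Medium: Tris pH 8.0 buffer with MgCl2, Tween-20, BSA, BME; Schedule: 90 min reaction incubation at room temperature, dark; Technique: coupled resazurin fluorescence, excitation 525 nm, emission 613 nm.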
PfGluPho inh = PfG6PD (Plasmodium falciparum) enzyme inhibition; PfGluPho enzyme, NADPH resazurin-diaphorase fluorescence; inhibition, % at 20 µM; hit rate 0.78% among 350,000; AID 504690;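 active = inhibition reaching at least a set limit at 20 µM in the primary screen, cut at about 59% in these data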;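 also: 0% = DMSO wells with substrate and 100% = DMSO wells lacking glucose-6-phosphate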
* = called active by the depositor; / = no result given. Rows were taken by chance, and some 6.9% of all compounds hit somewhere here.

SMILES	SENP7 inh	MPTP inh	SENP8 block	SENP6 block	NR3A LBD binder	ATG4B inh	HKDC1 inh	PfGluPho inh
CCn1c(=N)n(CC(=O)c2cccc(OC)c2)c2ccccc21	-1	-5.4	11	-10	-2	-3	-2	7
COc1cccc(CNC(=O)CN2C(=O)COc3ccc(S(=O)(=O)N4CCCCC4)cc32)c1	-3	1.6	10	-4	-1	-4	0	-7
COc1ccc(CSCCNC(=S)Nc2ccccc2)cc1Cl	10	78*	5	3	5	13	3	3
COC(=O)c1ccc(C23CC4(C2)[C@H](CN(CC2CCCCC2)[C@@H]4c2ccccc2)C3c2ccccc2)cc1 (stereo partly specified)	-2	11	-1	-17	1	0	-2	4
CCOC(=O)Nc1nc2ccc(Cn3cccc3)cc2[nH]1	/	-0.6	7	/	2	0	-8	20
Cc1ccc(OCCn2cnc(Cl)c2Cl)cc1	6	0.5	9	-9	0	0	-1	24
CCCN(CC(=O)Nc1ccccc1C)C(=O)CCNC(=O)c1ccccc1Cl	10	-0.5	8	13	-1	2	1	-2
CCOc1ccc(NC(=O)c2ccccc2NC(=O)c2cccnc2)cc1	-1	-0.3	13	-6	-2	-3	-4	-2
Cc1ccc(C(=O)NCCOc2cccc3cccnc23)cc1Cl	1	0.7	-88	2	0	-3	10	0
Cc1nnc(C)c2c(C)n(N)c(C)c12	4	1.0	-76	0	-1	3	1	-2
CN1C(=S)SC(/[N+]([O-])=C\c2ccccc2F)C1(C)C (stereo unspecified)	3	1.7	14	-21	-1	0	-7	0
Cc1ccc(C)c(SCC(=O)NNC(=O)c2ccccc2)c1	1	-2.6	10	-18	1	-2	-1	0
Cn1c(CCCOc2ccc(Cl)cc2Cl)nnc1SCC(=O)Nc1ccc(F)c(Cl)c1	2	4.7	11	-31	24*	-2	-8	9
Cc1ccc(S(=O)(=O)N2CCN(C(=O)c3ccc(COc4ccccc4)o3)CC2)cc1	3	-0.6	2	-7	-1	-19	0	-12
COc1ccc(NC(=O)C(C)N2C(=O)c3ccccc3C2=O)cc1S(=O)(=O)N1CCOCC1 (stereo unspecified)	-1	0.9	18	-5	-1	-15	9	14
COc1ccc([C@@H]2[C@@H]3C(=O)N(C(C)(C)C)C(=O)[C@@H]3[C@]3(Cc4ccccc4)C(=O)N(c4cccc(F)c4)C(=O)N23)cc1	0	0.6	13	-9	-14	3	6	2
Cc1cccc2nc(CSc3nc4[nH]ncc4c(=O)n3-c3ccccc3Cl)cc(=O)n12	6	-0.1	-46	-10	-15	11	-5	8
CC(Sc1ccc(S(=O)(=O)N2CCN(C)CC2)cn1)C(=O)Nc1cccc(Cl)c1Cl (stereo unspecified)	/	-0.7	2	/	1	-5	-1	2
CNC(=O)OCN1C(=O)C2CC=CCC2C1=O (stereo unspecified)	/	-2.8	12	/	0	4	5	10
COc1ccc(CCNC(=S)Nc2cccc(C)c2C)cc1	2	-1.6	12	7	-2	20	-1	0
O=C1CN(C(=O)CSc2nnc(-c3ccccc3)n2Cc2ccc3c(c2)OCO3)c2ccccc2N1	6	-0.7	26	-20	1	3	0	-1
O=C(Nc1ccccc1Cl)N(Cc1nc2ccccc2c(=O)[nH]1)Cc1cccs1	-21	-2.3	20	0	-12	-13	-7	-2
COc1ccc2[nH]c(=O)c(CN(CC3CCCO3)C(=S)Nc3cccc(C)c3)cc2c1 (stereo unspecified)	-3	0.5	-181	-17	-5	-3	24	-18
O=C(O)CN1C(=O)/C(=C/c2ccccc2Br)Oc2ccccc21	1	0.5	-306	5	0	2	5	-26
CC1CCN(C(=O)COC(=O)c2nn(C)c(=O)c3ccccc23)CC1	-5	-0.9	7	-2	1	3	4	-17

Structures listed above marked active in MPTP inh.
SMILES	SENP7 inh	MPTP inh	SENP8 block	SENP6 block	NR3A LBD binder	ATG4B inh	HKDC1 inh	PfGluPho inh
COc1ccc(CSCCNC(=S)Nc2ccccc2)cc1Cl	10	78*	5	3	5	13	3	3

The list continues.
SMILES	SENP7 inh	MPTP inh	SENP8 block	SENP6 block	NR3A LBD binder	ATG4B inh	HKDC1 inh	PfGluPho inh
CN(CC1CCCN(CCc2ccc(Cl)cc2)C1)C(=O)C(=O)c1ccco1 (stereo unspecified)	9	-0.9	19	-8	0	-3	-7	2
Cc1nn(-c2ccccc2)c(C)c1/C=C/C(=O)OCC(=O)NC1CCS(=O)(=O)C1 (stereo unspecified)	6	0.0	12	8	0	-6	-9	-3
CC(C)Oc1ccccc1OCCCOc1cccc2cccnc12	-6	-0.8	-40	-14	0	2	-3	13
O=C1NC2(CCCc3ccccc32)C(=O)N1Cc1nnc(-c2ccccc2Br)o1 (stereo unspecified)	7	3.1	10	-17	-3	12	1	3
COc1ccccc1N1CCN(C(=O)c2ccc3c(=O)n4c(nc3c2)CCCCC4)CC1	-8	-0.5	8	1	-4	-2	-3	1
CCc1ccccc1N1CSC2=C(C#N)C(c3cc(OC)c(OC)cc3OC)CC(=O)N2C1 (stereo unspecified)	-2	3.1	-8	16	-4	9	10	67*
O=C1CCC(C(=O)N(CCO)Cc2ccccc2)CN1CC1CCCCC1 (stereo unspecified)	0	1.0	6	4	-1	2	-4	2
CCOC(=O)c1nnc(-c2ccccc2)o1	-13	-0.1	14	-9	0	-5	-4	-3
CCc1cc2c(SCC(=O)Nc3ccc(NC(C)=O)cc3)ncnc2s1	1	-1.3	-2	1	0	-3	-3	-5
Cc1nc(SCC(=O)N2CCCCCC2)[nH]c(=O)c1C	1	-0.2	12	1	0	-3	1	17
O=C(c1cccc(S(=O)(=O)N2CCOCC2)c1)N(CCc1ccccc1)Cc1ccccc1	1	-1.7	7	2	3	-36	2	12
CCC(CO)Oc1cc(NC(=O)c2ccc(F)cc2)c2ncn(C(C)C)c2c1 (stereo unspecified)	10	0.2	11	-14	0	-3	11	11
O=C(COC(=O)c1ccc2c(c1)OCO2)NCc1ccc2c(c1)OCO2	1	-0.4	4	-3	0	1	-3	-14
COc1cccc(-c2nc(CS(=O)CC(=O)NC3CCCCC3)c(C)o2)c1 (stereo unspecified)	-7	-0.9	9	-4	0	3	-3	-18
CC1CCN(S(=O)(=O)c2cc3c4c(c2)CCN4C(=O)CC3)CC1	3	-0.7	19	-15	0	1	6	-12
O=C(CCS(=O)(=O)c1cccc2nsnc12)N1CCN(C(=O)c2ccco2)CC1	-3	-2.6	22	-3	0	-7	-5	1
Cc1cccc(C)c1NC(=O)C(=O)NCC1CCCN1S(=O)(=O)c1ccccc1 (stereo unspecified)	9	-0.2	-2	-18	1	-6	-6	0
CCOC(=O)c1ccc(NC(=O)C(C)Sc2nc(O)c(-c3ccccc3)c(=O)[nH]2)cc1 (stereo unspecified)	-1	-1.1	9	12	-4	-5	-9	-9
Cc1c2ccccc2cc[n+]1CCCS(=O)(=O)[O-]	6	-0.2	-40	-1	-4	-3	6	-5
O=C(O)CCN=CC1=C(O)CC(c2ccccc2)CC1=O (stereo unspecified)	-2	0.7	3	-15	-4	1	0	-18
Cc1ccc(CC(=O)NNC(=O)c2cccs2)cc1C	2	-1.0	10	9	-1	9	2	-7
Cc1cc(C)cc(NC(=O)CCn2c(=S)[nH]c3ccccc3c2=O)c1	1	0.4	-6	7	-3	2	2	-15
Oc1ccccc1Oc1ncc(Br)c(N2CCOCC2)n1	-4	-1.0	12	-23	1	-7	-6	-16
CCOc1ccc(CN(C)Cc2cc(=O)oc3c(C)c(C)ccc23)cc1OC	/	52*	1	/	0	-4	3	12
COc1cccc(C(=O)NNc2nc(C)cc(C)n2)c1	-5	-1.1	17	-6	-2	-3	-11	6

Another view of part of the listing above.
Every second line gives: SENP7 inh	MPTP inh	SENP8 block	SENP6 block	NR3A LBD binder	ATG4B inh	HKDC1 inh	PfGluPho inh
> CC1CCN(S(=O)(=O)c2cc3c4c(c2)CCN4C(=O)CC3)CC1
    3	-0.7	19	-15	0	1	6	-12
> O=C(CCS(=O)(=O)c1cccc2nsnc12)N1CCN(C(=O)c2ccco2)CC1
    -3	-2.6	22	-3	0	-7	-5	1
> Cc1cccc(C)c1NC(=O)C(=O)NCC1CCCN1S(=O)(=O)c1ccccc1 (stereo unspecified)
    9	-0.2	-2	-18	1	-6	-6	0
> CCOC(=O)c1ccc(NC(=O)C(C)Sc2nc(O)c(-c3ccccc3)c(=O)[nH]2)cc1 (stereo unspecified)
    -1	-1.1	9	12	-4	-5	-9	-9

(listing goes on)
SMILES	SENP7 inh	MPTP inh	SENP8 block	SENP6 block	NR3A LBD binder	ATG4B inh	HKDC1 inh	PfGluPho inh
C=CCSc1nc(Cc2ccc(Cl)cc2)nc2ccccc12	-8	3.5	9	-9	0	-10	-5	-13
CC(C)[C@@H](N)C(=O)NCC1CCC(C(=O)N[C@@H](Cc2ccccc2)C(=O)O)CC1 (stereo partly specified)	3	-0.2	3	29	0	6	-3	-8
COc1cccc(N2CCN(c3c(C#N)c(C(F)(F)F)nn3C)CC2)c1	-9	2.6	16	3	-1	5	-1	13
COc1ccc([N+](=O)[O-])cc1Nc1c2ccccc2nc2ccccc12	-1	1.9	34	-14	1	3	-5	0
CC(=O)c1c(C)[nH]c(C2=NNC(=NCc3ccccc3)SC2)c1C	-2	-0.7	-24	-19	-17	4	-5	-5
CCOC(=O)N1CCN(C(=O)c2ccc3nc(-c4ccccc4)c(-c4ccccc4)nc3c2)CC1	10	0.1	-305	6	1	-2	-2	-10
O=c1[nH]c(N2CCCCC2)nc2ncn(Cc3ccccc3)c12	-6	1.4	1	-11	0	2	1	-16
Cc1ccc(CCNC(=O)C2CCCN(S(=O)(=O)c3cccc4nsnc34)C2)cc1 (stereo unspecified)	-2	-0.5	12	-12	0	-2	-8	-1
O=C1CN(C(=O)c2ccc(Br)o2)C(c2ccccc2)c2cc(F)ccc2N1 (stereo unspecified)	-2	-0.7	-2	-6	0	-11	1	9
Cc1ccc(NC(=S)N2CCC(c3ccc(C)cc3)C2)cc1 (stereo unspecified)	8	6.3	9	9	-1	-2	-2	43
C=CCN1CCN(C(c2ccc(Cl)cc2)c2nnnn2CCc2ccc(OC)c(OC)c2)CC1 (stereo unspecified)	-6	-1.4	30	-8	-1	1	-6	-5
CCCc1cc2c(cc1NC(=O)c1ccccc1F)OCO2	3	14	21	-9	-1	6	0	-2
Cc1ccc(Sc2ccc(S(=O)(=O)Nc3ccc(C(=O)O)cc3)cc2)cc1C	10	-0.6	12	21	0	17	3	-17
COc1ccc([C@H]2C=C3CN(C(=O)OC(C)(C)C)S(=O)(=O)[C@H]3C[C@H]2OC(=O)c2cccs2)cc1	5	/	/	-1	1	-9	-1	1
FCCCOc1ccc(-c2nccc(-c3ccc(F)cc3)n2)cc1	-1	13	-30	12	-8	-1	-2	15
COc1ccc(Cc2noc(CN3CCN(c4ccc(Cl)cn4)CC3)n2)cc1OC	3	0.3	-71	-3	2	-1	-1	15
Cc1noc(C)c1C(=O)OCC(=O)Nc1ccccc1C(=O)NC(C)c1ccccc1 (stereo unspecified)	-4	-0.2	-15	-6	1	-6	-1	3
CCSc1nc(C)c(C(C)=O)cc1C#N	8	12	16	4	1	3	9	3
c1ccc(Cn2nnnc2CN2CCN(c3ncccn3)CC2)cc1	3	-0.9	5	-4	1	-6	5	1
COc1ccc(CNC(=O)c2cc3ccccc3oc2=O)cc1	3	-0.7	-2	11	0	2	-5	-7
C=CCNC(=O)N1CCCC(C(=O)c2cccc(Cl)c2)C1 (stereo unspecified)	-8	1.2	5	-9	-19	-5	-4	0
COc1ccc(C(=O)CSc2nc3ccccc3n2CC(=O)NC(C)(C)C)cc1	0	0.2	22	-6	0	-7	-8	-4
COCCNC(=S)Nc1ccc([N+](=O)[O-])cc1C	2	-1.8	16	-23	0	-1	-11	-5
Cc1cc(Nc2ncc(Cl)cc2Cl)n[nH]1	-20	0.8	16	1	0	-12	3	11
Cc1[nH]n2c(=O)c3c(nc2c1-c1ccc(Cl)cc1)CCC3	0	-12	-480	6	-3	2	1	-16
O=C(Nc1ccnn1C1CCN(CCCC2CCCC2)CC1)c1ccccc1	1	0.9	26	7	-3	-7	-2	6

Results in SENP8 block, for some of the entries so far:
molecule	SENP8 block
CCSc1nc(C)c(C(C)=O)cc1C#N	16
c1ccc(Cn2nnnc2CN2CCN(c3ncccn3)CC2)cc1	5

Compound activity: PubChem, Sanford-Burnham Center for Chemical Genomics
